# SNCA viab count: reduces viability of HEK-293 SNCA reporter cells; HEK-293-SNCA-luc viability, GF-AFC fluorescence, 24 h; Potency, µM (top dose mostly 57.1 µM), inactives show at the top dose activity change, negative = cytotoxicity, usual class: cytotoxic; 0.12% of 150,000 active;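 further: potency means the concentration at half of the fitted maximal effect; 0% = DMSO-treated cells and -100% = medium-only wells without cells; nearly all actives have a fitted effect of over 30% in size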
#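 HEK-293-SNCA-luc cells (1500/well) plated 24 h, then exposed 24 h to a dilution series; GF-AFC added 30 min at 37C, fluorescence 405/540 nm; normalised to medium-only and DMSO wells, Hill fit.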
# SNCA expr inhib: inhibitors of alpha-synuclein (SNCA) gene expression; HEK-293 SNCA-luciferase knock-in, luminescence, 24 h; Potency, µM (doses to about 57.2 µM), inactives show at the highest dose activity change, negative = inhibition, usual class: inhibitors; 0.17% of 140,000 active; AID 1671194;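 further: potency means the concentration at half of the fitted maximal effect; plate controls were DMSO cells for no effect and cell-free wells for full effect; nearly all actives have a fitted effect of over 45% in size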
# IP6K1 inhibitor: IP6K1 kinase inhibition; AID 1645851; IP6K1 kinase, ADP-Glo luminescence, 2 h; hits give low values; 0.81% of 140,000 active; Q92551; activity change, % (series mostly up to about 58 µM); in the data active means activity change below about -25%
# Target sequence (Q92551 whole entry, looked up): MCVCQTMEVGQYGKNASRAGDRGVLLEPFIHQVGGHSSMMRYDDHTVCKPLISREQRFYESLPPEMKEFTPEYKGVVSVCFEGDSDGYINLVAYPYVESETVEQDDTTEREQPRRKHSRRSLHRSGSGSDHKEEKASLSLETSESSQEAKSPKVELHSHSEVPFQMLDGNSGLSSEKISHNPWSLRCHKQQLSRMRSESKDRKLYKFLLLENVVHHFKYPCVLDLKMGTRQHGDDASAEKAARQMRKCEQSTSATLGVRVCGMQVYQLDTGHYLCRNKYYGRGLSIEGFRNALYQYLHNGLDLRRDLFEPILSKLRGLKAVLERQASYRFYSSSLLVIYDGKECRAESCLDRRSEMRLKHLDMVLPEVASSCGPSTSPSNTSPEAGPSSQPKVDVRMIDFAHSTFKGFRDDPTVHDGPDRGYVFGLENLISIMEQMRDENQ
#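 ADP-Glo luminescence measures ADP made by human IP6K1 during a 2 h RT reaction with ATP/IP6 (mix at 1.3 mM/130 uM); top library doses 57.5 and 19.1 uM final.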
# NIH3T3 tox: NIH 3T3 cell cytotoxicity; NIH 3T3 viability, CellTiter-Glo ATP luminescence, 48-72 h; Potency, µM (titrated, usually from 96.7 µM), inactives show top-dose activity change, negative = cytotoxicity, usual class: inhibitors; 4.3% of 94,000 active; AID 1345082; further: potency means the concentration at half of the fitted maximal effect; nearly all actives have a fitted effect of over 55% in size
#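 Cytotoxicity is measured as loss of cellular ATP: NIH 3T3 cells (400/well) are exposed to compound for 48 or 72 hr at 37 °C, then CellTiter-Glo luminescence is imaged after 10 min at room temperature.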
# GPT2 inh: blocks human glutamate pyruvate transaminase 2; Q8TD30; Recombinant GPT2, coupled pyruvate oxidase/HRP Amplex Red fluorescence; Potency, µM (top dose mostly 57.7 µM), for inactives: top-dose activity change, negative = inhibition, most hits filed as inhibitors; 0.25% of 100,000 active; further: potency means the concentration at half of the fitted maximal effect; nearly all actives have a fitted effect of over 60% in size; many of its hits are not listed in these tables
# Target sequence (Q8TD30 whole entry, looked up): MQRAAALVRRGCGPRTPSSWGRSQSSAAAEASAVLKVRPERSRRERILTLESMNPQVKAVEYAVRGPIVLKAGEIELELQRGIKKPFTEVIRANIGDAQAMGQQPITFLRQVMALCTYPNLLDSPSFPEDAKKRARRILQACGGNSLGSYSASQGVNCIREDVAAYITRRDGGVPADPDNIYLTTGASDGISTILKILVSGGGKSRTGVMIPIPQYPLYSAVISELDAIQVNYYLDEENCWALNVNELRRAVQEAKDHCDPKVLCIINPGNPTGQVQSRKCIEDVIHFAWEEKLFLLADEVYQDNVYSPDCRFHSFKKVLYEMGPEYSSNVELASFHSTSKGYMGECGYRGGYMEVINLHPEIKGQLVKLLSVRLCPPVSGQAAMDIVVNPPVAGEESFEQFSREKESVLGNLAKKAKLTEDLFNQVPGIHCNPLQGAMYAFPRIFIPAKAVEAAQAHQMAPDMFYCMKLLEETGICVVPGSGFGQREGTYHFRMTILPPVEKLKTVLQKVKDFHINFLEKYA
#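 Fluorescence of coupled pyruvate oxidase/HRP/Amplex Red system (50uM Amplex, 30 min, dark) reports pyruvate formed by GPT2. Enzyme reaction: 10ng/uL GPT2, 2mM L-alanine, 250uM a-KG, 30 min room temperature, pH 7.5; 50uM AOA control.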
# HEK293 tox: cytotoxic compounds in HEK 293 cells. AID 1345083. 6.6% of 94,000 active. HEK 293 viability, ATP luminescence (CellTiter-Glo), 48-72 h. Potency, µM (series often up to 115 µM), without a hit: at the top dose activity change, negative = cytotoxicity, usual class: inhibitors; further: potency means the concentration at half of the fitted maximal effect; nearly all actives have a fitted effect of over 60% in size
#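 HEK 293 cells seeded at 250 cells/well were exposed to compound for 48 or 72 hr at 37 degree Celsius. Viability taken as ATP content by CellTiter-Glo luminescence.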
# FLuc inh: inhibitors of firefly (Photinus pyralis) luciferase | Potency, µM (series often up to 115 µM), for the others: at the highest dose activity change, negative = inhibition, actives largely listed as inhibitors | purified P. pyralis luciferase, luminescence, biochemical | P08659 | 2.5% of 76,000 active; further: potency means the concentration at half of the fitted maximal effect; nearly all actives have a fitted effect of over 65% in size
#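 Cell-free enzyme assay, 10nM P. pyralis luciferase, luciferin and ATP each at 10uM. Inhibition profiled over a 6-point titration, read as luminescence.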
# Starred values were filed as active, the others as inactive; i = inactive; ? = inconclusive; . = no result given; [ ] = dose if it differs, or a comment. Unless noted, the call rests on the fitted dose curve; in most records, active means well fitted curve in the direction sought with a large enough effect; inconclusive means small, poorly fitted or top-dose-only effect, or another doubt; inactive means no such curve, though single readings can be large; an effect the other way counts as inactive or inconclusive. Unless noted, on the % scale 0 is the no-effect control and ±100 the full control effect.
SMILES,SNCA viab count,SNCA expr inhib,IP6K1 inhibitor,NIH3T3 tox,GPT2 inh,HEK293 tox,FLuc inh
CCOCCN1C[C@]23C=C[C@H](O2)C(C(=O)N2CCC(F)(F)CC2)C3C1=O (some centres undefined),-3%,?,17,-23%,-23%,-3%,-3%
Cc1nn(-c2ccccc2)nc1C(=O)N[C@H](C)c1onc(C)c1C(=O)O,5%[87.6 µM],-13%[87.6 µM],-13,-26%[174 µM],-15%[88.5 µM],5%[172 µM],-1%[172 µM]
C[C@@H]1C[C@@H](O)[C@@]23CO[C@]2(CO)CCC[C@@H]3[C@@]12C[C@@H](c1ccoc1)OC2=O,-16%,.,27,.,i,.,.
O=C(Nc1ccc2oc(-c3cccc(F)c3)nc2c1)c1ccc2ccccc2c1,0%,-4%,14,.,.,.,.
O=C(NCCc1ccccn1)C1CCN(Cc2ccccc2-c2cccnc2)CC1,-1%,2%,5,-15%,-2%,3%,.
Cc1cccc(Cn2c(=O)n(CCCC(=O)NCc3ccccc3Cl)c(=O)c3ccccc32)c1,-20%,-20%,10,.,.,.,.
COCCc1nncn1C1CCN(C(=O)c2ccc(C(F)(F)F)cc2)CC1,0%,-7%,7,-11%,i,-17%,0%
CNC[C@@]12CN(Cc3ccccc3)C[C@@H]1C(C)(C)COc1ccc(OC)cc12,.,.,6,?,.,?,.
COc1cccc(C(=O)NC2CCN(c3cc(-c4cccs4)[nH]n3)CC2)c1OC,-20%,33%[activator],18,?,-12%,?,4%
CC(C)c1ccc([S+](=O)([O-])N2CCN(c3cccc(CN(C)[S+](C)(=O)[O-])c3F)CC2)cc1,.,.,-2,35µM*,.,?,.
CCCCN1C(=O)CC[C@H]2CN(C(=O)c3ccccc3Cl)CC[C@H]21,0%,-7%,5,-3%,i,-19%,0%
O=C(Cc1ccccn1)N1CCCN(c2nc3ncccc3o2)CC1,4%,7%,-3,?,0%,-22%,-4%
COc1ccc(C2CC(=O)c3c([nH]c(C(=O)OCCOc4ccccc4)c3C)C2)cc1OC (centres undefined),6%,18%,26,.,.,.,.
O=C(NC1CCCC1)C1CCCN(Cc2cccc(-c3cccs3)c2)C1 (centres undefined),-11%,?,-3,?,4%,45µM*,.
CCN(CC)C(=O)C1CCCN(c2ncnc3c2c(-c2ccccc2)cn3-c2cccc(C)c2)C1 (centres undefined),-29%,?,25,.,.,.,.
Cn1cc(-c2cnn3c(N)c(Br)c(C4CCCNC4)nc23)cn1 (centres undefined),-30%,.,-9,.,i,.,.
Cc1ccc(C(=O)N2C[C@@H](CO)[C@H](c3ccccn3)C2)cc1C,3%,12%,11,-19%,1%,-22%,4%
CC1(C)C(=O)N(Cc2ccccc2)[C@H]2CN(CC3CCOCC3)C[C@@H]2[S+]1(=O)[O-],4%[87.6 µM],?,18,?,i,-17%[172 µM],-7%[172 µM]
O=C1c2cnc(-c3ccccc3OCc3ccccc3)nc2OCCN1CC1CC1,-17%[87.6 µM],15%[87.6 µM],15,-17%[138 µM],-14%[88.5 µM],?,?
O=C1Nc2ccccc2CC12CCN([S+](=O)([O-])c1cccc(C(F)(F)F)c1)CC2,-3%,-14%,-9,-24%,2%,?,0%

# As entered above:
# O=C(Cc1ccccn1)N1CCCN(c2nc3ncccc3o2)CC1 in HEK293 tox is listed with -22%
# COc1ccc(C2CC(=O)c3c([nH]c(C(=O)OCCOc4ccccc4)c3C)C2)cc1OC (centres undefined) in SNCA expr inhib is listed with 18%
# Cn1cc(-c2cnn3c(N)c(Br)c(C4CCCNC4)nc23)cn1 (centres undefined) in SNCA viab count is listed with -30%

# (more compounds)
SMILES,SNCA viab count,SNCA expr inhib,IP6K1 inhibitor,NIH3T3 tox,GPT2 inh,HEK293 tox,FLuc inh
Cc1ccc(Nc2ccnc(N3CCCC(C(=O)NCc4cccc(Cl)c4)C3)n2)cc1 (centres undefined),-4%[12.5 µM],?,-5,?,i,?,.
CCOc1ccc(CCNC(=O)c2ccc(Nc3nc4ccccc4n4nnnc34)cc2)cc1OCC,9%,46%,8,.,.,.,.
COc1ccc(-n2nc3n(c2=O)CCN(C(=O)c2ccccc2F)C3)cc1,-8%,4%,-2,?,i,?,.
CCC(=O)N1CCN(c2nc3c(s2)CC(C(=O)Nc2ccc(C(C)C)cc2)CC3)CC1 (centres undefined),-20%,25%,9,?,i,35µM*,-33%
Cc1ccc2c(c1)nc1n2[C@@H](CNC2CCN(C)CC2)COC1,-5%[87.6 µM],?,3,i,-1%[88.5 µM],i,6%[172 µM]
COc1ccc(CN2CCOc3ccc(C(=O)NCc4ccccc4F)cc3C2)c(OC)c1,-18%,1%,5,?,i,?,4%
Cc1ccc2c(n1)N(C)[C@H](CO)CCN(Cc1ccccc1Cl)C2,-1%[87.6 µM],0%[87.6 µM],4,?,-16%[88.5 µM],?,-10%[172 µM]
CCOc1ccc(N(CC)C(=O)c2cc3c(=O)oc4ccccc4c3s2)cc1,-4%,-22%,14,.,.,.,.
CN(C)c1cccc(C(=O)N2CCC3(CC2)N=C(c2cccc(Br)c2)NO3)c1,2%,2%,-10,?,-22%,?,-10%
Cn1nccc1C(O)c1cc2n(n1)CCN(Cc1nc(C3CC3)no1)C2 (centres undefined),-7%,2%,-12,-15%,i,0%,-13%
O=C(NCCc1ccccn1)C1c2ccccc2C(=O)N(Cc2ccccc2)C12CCCC2 (centres undefined),-20%,5%,3,-21%,-9%,-28%,7%
CCN(CC)Cc1cnc2c(C(=O)NC(C)c3ccc(O)cc3)cnn2c1 (centres undefined),-8%,-5%,-13,-28%,3%,?,-10%
COc1ccc(CN2C=C(C(=O)OCc3noc(-c4ccc(OC)cc4)n3)C(C)=NS2(=O)=O)cc1,-14%,?,-12,?,i,?,-6%
O=C(NC1CC1)C1CCN(C2CCN(C(=O)c3c(O)cccc3O)CC2)CC1,6%,6%,24,2%,-11%[11.5 µM],i,1%
CCOC(=O)c1ccc(CN(Cc2ccc(Cl)cc2Cl)S(=O)(=O)c2ccc(F)c(C)c2)cc1,14%,12%,8,.,.,.,.
O=C1OC2(CN1CC1CCOCC1)CN(c1ccccc1-c1ccccc1)C2,-3%[87.6 µM],10%[87.6 µM],9,?,i,?,11%[172 µM]
CCCCCCCCCCC(CO)CCCCCCCC (centres undefined),-21%[23.9 µM],-29%[25.6 µM],-4,.,1%,.,.
O=C(Nc1ccc(Cl)cc1)c1cc2c(Cl)nc3ccccc3c2s1,?,-8%,2,.,.,.,.
O=C(Nc1cc(C2CC2)nn1-c1ccccc1)c1ccc(F)cc1,-16%[87.6 µM],-1%[87.6 µM],13,?,i,?,.
CCc1ccc(NC(=O)N2CC3CC(C2)[C@H]2CCCC(=O)N2C3)cc1 (some centres undefined),-5%,-4%,-3,i,-1%,17%,-6%
CCC(=O)N1CCN(c2nc3c(s2)CC(C(=O)Nc2ccc(OC)c(F)c2)CC3)CC1 (centres undefined),-15%,57%[activator],13,?,?,?,-12%
CN(C)c1ccc(C(=O)NC2CCCN(c3cc(-c4ccc(F)cc4)[nH]n3)C2)cc1 (centres undefined),-26%,10%,3,?,-16%,35µM*,?
CC(C)CC(=O)Nc1ccc(C(=O)OCc2cc(=O)n3nc(C4CCCCC4)sc3n2)cc1,6%,-18%,9,.,.,.,.
CN1C(=O)c2cccn2CC1CNC(=O)CCc1nc2ccccc2s1 (centres undefined),-2%,-11%,-4,-9%,-2%,0%,4%
Cc1ccc(NC(=O)N2CCC(CCNC(=O)C3CC3)CC2)cc1,5%,-31%,-10,-19%,i,?,10µM*
CN1C(=O)COC[C@@H]1[C@H](O)c1ccc(NC(=O)Nc2ccccc2)cc1,-3%[87.6 µM],2%[87.6 µM],22,i,-13%[88.5 µM],i,?
O=C(N[C@@H]1CCOC[C@H]1OCc1cscn1)c1ccccc1-n1cccn1,-6%,-6%,7,-10%,0%[11.5 µM],-14%,6%
O=C(NC1CC1)c1ccc2oc(-c3ccncc3Cl)nc2c1,-17%[12.5 µM],22%[87.6 µM],12,-25%[138 µM],1%[88.5 µM],-35%[172 µM],.
Brc1ccc(-c2csc(-c3nc(-c4ccc(Br)s4)cs3)n2)cc1,-6%,1%,14,.,.,.,.
O=C1NCCOCCN(S(=O)(=O)c2ccc3c(c2)CCC3)[C@H]2CCC[C@@H]12,-1%,-3%,1,-29%,4%,-17%,1%

# By substructure: the entries above with a CF3 group
SMILES,SNCA viab count,SNCA expr inhib,IP6K1 inhibitor,NIH3T3 tox,GPT2 inh,HEK293 tox,FLuc inh
COCCc1nncn1C1CCN(C(=O)c2ccc(C(F)(F)F)cc2)CC1,0%,-7%,7,-11%,i,-17%,0%
O=C1Nc2ccccc2CC12CCN([S+](=O)([O-])c1cccc(C(F)(F)F)c1)CC2,-3%,-14%,-9,-24%,2%,?,0%

# New compounds follow
SMILES,SNCA viab count,SNCA expr inhib,IP6K1 inhibitor,NIH3T3 tox,GPT2 inh,HEK293 tox,FLuc inh
Cc1ccc(C(=O)N2CCC[C@H](n3c(=O)n(Cc4ccccc4)c4cccnc43)C2)cn1,0%,-5%,-1,-28%,-6%,?,0%
O=C(Cn1c(=O)n(CCCS(=O)(=O)C2CCCCC2)c(=O)c2ccccc21)Nc1ccccc1C(F)(F)F,-17%,-4%,1,.,.,.,.
Cn1ncc(N2CCCC(CC(=O)NCC3CC3)C2)cc1=O (centres undefined),7%,54%[activator],23,1%,-3%,5%,4%
CCOCCCn1c(=N)c(S(=O)(=O)c2ccc(Cl)cc2)cc2c(=O)n3cccc(C)c3nc21,22%,-10%,18,.,.,.,.
COc1ccc(OC)c(-n2nnc3c(sc4nc(C)c(Br)c(C)c43)c2=O)c1,-11%,-19%,-11,.,.,.,.
Cc1ccsc1CN1CCCC(c2nc(CCOCC3CCOCC3)no2)C1 (centres undefined),8%,-12%,-3,-37%,?,?,-8%
COc1ccc(C(=O)Nc2ccc(-c3noc([C@@H]4CCCN4Cc4ccc(Cl)cc4)n3)cn2)cc1,-4%,-5%,-11,?,-14%,?,-27%
COc1cc(COC2OC(CO)C(O)C(O)C2O)cc(OC)c1O (centres undefined),-5%,.,-15,.,i,.,.
COC[C@H]1C[C@@H](NCc2ccc(C)o2)[C@H](O)[C@@H]1O,2%[87.6 µM],-15%[87.6 µM],15,i,-5%[88.5 µM],i,2%[230 µM]
COc1ccc(-n2c(SC)nc3sc4c(c3c2=O)CCN(C(C)=O)C4)cc1,1%,-8%,4,.,.,.,.
O=C1COCC2(CN(Cc3ccsc3)C2)CN1Cc1cccc(OC(F)(F)F)c1,0%[87.6 µM],-21%[87.6 µM],9,45µM*,-7%[88.5 µM],63µM*,6%[172 µM]
Cc1nccc(-c2ccccc2)c1C(=O)N[C@H]1C[C@@H]2OCC[C@H]12,3%,-2%,12,-3%,i,i,5%
Cc1cccnc1C(=O)N1C[C@@H](COc2ccccc2)[C@H](C(N)=O)C1,9%,7%,-4,?,-1%,-21%,-11%
O=C(c1c(OCC2CC2)cc(=O)n2c1CCCCC2)N1CCOCC1,9%,9%,20,?,4%,2%,-9%

# High-throughput results deposited in PubChem BioAssay by National Center for Advancing Translational Sciences (NCATS).
